b-catenin transl = modulators of beta-catenin nuclear translocation | AID 1665 | actives 0.3% (n = 190,000) | HeLa beta-catenin nuclear translocation, immunofluorescence imaging | nuclear translocation activity, % at 5 µM;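 active = nuclear translocation activity above 50% at 5 µM, with a well cell count of 50 or more; inconclusive = wells under 50 cells across six images, flagged as toxic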;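 note: per-cell ratio of nuclear to cytoplasmic median beta-catenin stain intensity; plate controls were DMSO negative control for no effect and GSK-3 inhibitor IX positive control for full effect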
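Technique: fluorescence imaging of beta-catenin antibody stain plus DAPI / Material: human HeLa cell line / Incubation: compound treatment 24 h, 37°C, 5% CO2 / Read-out basis: % activation of per-cell nuclear versus cytoplasmic median beta-catenin signal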
Ins promoter up = MIN6 insulin promoter up-regulation. MIN6 insulin promoter-GFP reporter, high-content imaging; active compounds read high. z-score at 5 µM. actives 0.3% (n = 190,000);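 active = z-score above 3 at 5 µM with at least 500 cells counted in the well; inconclusive = wells under 500 cells, flagged as cytotoxic or low count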
Hep lipid drop = modulators of hepatic lipid droplet formation | AML12 mouse hepatocytes, oleate lipid droplets, BODIPY imaging | inhibition, % at 6.5 µM | actives 0.4% (n = 240,000);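 active = lipid droplet intensity inhibited by at least 50%, with more than 500 cells counted; inconclusive = wells with under 300 cells, treated as cytotoxic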
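Assay system: AML12 mouse liver cells | Compound: 6.5 µM single-point dosing | Schedule: Overnight exposure | Technique: Fluorescence imaging, 20x objective, two fields per well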
Autophagy mod = alters autophagy in cells. MEF GFP-LC3 puncta imaging; test concentration mostly 10 µM. calls only at 10 µM (by protocol). actives 0.98% (n = 190,000);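 active = percentage of spot-positive cells more than 3 SD above its plate mean, without a fluorescence outlier flag or 80% toxicity; inconclusive = no clear call, values can overlap the other calls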;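 note: spot-positive cell cutoff set from DMSO-treated cells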
PMI inhibition = MPI inhibition at elevated mannose 6-phosphate – biochemical, fluorescence intensity, high mannose 6-phosphate, primary screen (AID 1220); recombinant PMI enzyme, coupled fluorescence intensity; higher % means a stronger effect; inhibition, % at 20 µM, or IC50 in µM where a hit was titrated; actives 0.66% (n = 190,000)
MT stabilize HCS = microtubule stabilizers in HeLa cells | HeLa tubulin immunostaining HCS, 24 h; share of cells brighter than vehicle mean+2SD | % tubulin-high responders, % at 10 µM | actives 0.83% (n = 200,000) | AID 2205;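 active = plate Z-score above 3 for both tubulin-high and condensed-nucleus cell shares, with cell loss under 80%, at 10 µM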;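 note: anti alpha tubulin signal scored within the nucleus-defined area of each cell; some results filed as inactive read as strong as hits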
human PMI inhibition = inhibitors of human PMI, primary screen, biochemical, fluorescence intensity, coupled assay (AID 1209) | actives 0.42% (n = 190,000) | purified PMI enzyme, coupled fluorescence intensity; higher % means a stronger effect | one-dose inhibition, % at 20 µM; IC50 in µM for titrated hits;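 note: plate controls were DMSO vehicle for no effect and wells lacking substrate for full effect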
T cell modulator = T cell immune modulators affecting CD8 T cell-vesicle binding; 2C CD8+ T cell-vesicle binding, flow cytometry; active compounds read low; calls only at 7 µM; actives 0.068% (n = 330,000); AID 2052;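 active = response, share of CD8 T cells binding vesicles, and their 90th percentile fluorescence all below set limits, cut at about 80% in these data, passing the limit was not always enough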
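Also added: QL9-peptide-loaded Drosophila micro-vesicles bearing Ld, ICAM-1 and B7-1; Test system: purified 2C TCR transgenic mouse naive CD8+ T cells; Measured by: cytometric PE anti-B7-1 and Alexa647 anti-CD8 signals after 1% paraformaldehyde fixation; Timing: binding step 1.5 h, 37 °C, antibody labelling 20 min, ice.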
TNAP activators = stimulation of alkaline phosphatase TNAP activity – biochemical, luminescent, no phosphate acceptor, uHTS, primary screen (AID 1001); actives 0.03% (n = 200,000); purified TNAP, luminescent activation assay, no phosphate acceptor; higher activation fold means a stronger effect; activation fold at 20 µM, or EC50 in µM where a hit was titrated; in the data active = activation fold from about 3, or a potency from the dose series; inactive = the rest, 99 in 100 with activation fold below about 1.6; note: many of its hits are not listed in these tables
Ins promoter up cell count = second read-out of Ins promoter up, no call of its own (marks repeat the call); cell count; measured here: cytotoxicity, nuclei count;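 total cells summed across four imaged fields per well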
Hep lipid drop cells 6.5 µM = also measured in Hep lipid drop; calls as there; cell count; measured here: cell count, cytotoxicity flag;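 cells counted across two imaged fields per well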
b-catenin transl cell count 5 µM = second read-out of b-catenin transl, no call of its own (marks repeat the call); cell count; measured here: cell count, cytotoxicity flag
T cell modulator vesicle-bound % = further read-out of T cell modulator, marked with its call; double positive events, %; measured here: CD8+ vesicle-bound cell fraction;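 binding gate set so that unloaded-vesicle control wells show 10% double positive cells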
MT stabilize HCS Hoechst-high % = further read-out of MT stabilize HCS, marked with its call; % Hoechst-high responders; measured here: nuclear condensation Hoechst responders;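 share of cells brighter than vehicle mean plus two SD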
MT stabilize HCS cytotoxicity % = further read-out of MT stabilize HCS, marked with its call; toxicity, %; measured here: cytotoxicity by cell density;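 0% = mean cell density of plate MIN control wells and 100% = no cells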
Autophagy mod cell loss 18 h = further read-out of Autophagy mod, marked with its call; toxicity, %; measured here: cell loss, nuclei count;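 cell loss after 18 h compound exposure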
Numbers without * were called inactive; i = inactive; ? = inconclusive; / = not tested or not shown. Cut-off read from the data, not from the text of the source, unless noted: active = inhibition above about 50%; inactive = the rest.

Preview, two compounds:
SMILES | b-catenin transl | b-catenin transl cell count 5 µM | Ins promoter up | Ins promoter up cell count | Hep lipid drop | Hep lipid drop cells 6.5 µM | Autophagy mod | Autophagy mod cell loss 18 h | PMI inhibition | MT stabilize HCS | MT stabilize HCS Hoechst-high % | MT stabilize HCS cytotoxicity % | human PMI inhibition | T cell modulator | T cell modulator vesicle-bound % | TNAP activators
O=c1c2ccccc2nc2n1C(CSCc1ccc(Cl)cc1)CS2 (stereo not given) | -1.3 | 1116 | -0.64 | 1751 | -8 | 727 | i | -14 | 3% | 2.5 | 2.1 | 2.1 | 2% | i | 7 | 1
CCOC(=O)Cn1c(=O)n(CC(=O)OCC)c2ccccc21 | / | / | 0.9 | 1298 | 0 | 694 | i | 6 | 10% | 2.2 | 2.6 | 18 | 11% | i | 32 | 1.1

Main list, from the first entry:
SMILES | b-catenin transl | b-catenin transl cell count 5 µM | Ins promoter up | Ins promoter up cell count | Hep lipid drop | Hep lipid drop cells 6.5 µM | Autophagy mod | Autophagy mod cell loss 18 h | PMI inhibition | MT stabilize HCS | MT stabilize HCS Hoechst-high % | MT stabilize HCS cytotoxicity % | human PMI inhibition | T cell modulator | T cell modulator vesicle-bound % | TNAP activators
O=c1c2ccccc2nc2n1C(CSCc1ccc(Cl)cc1)CS2 (stereo not given) | -1.3 | 1116 | -0.64 | 1751 | -8 | 727 | i | -14 | 3% | 2.5 | 2.1 | 2.1 | 2% | i | 7 | 1
CCOC(=O)Cn1c(=O)n(CC(=O)OCC)c2ccccc21 | / | / | 0.9 | 1298 | 0 | 694 | i | 6 | 10% | 2.2 | 2.6 | 18 | 11% | i | 32 | 1.1
O=C(NC1CCCCC1)N1CCCCCCC1 | -3.0 | 1040 | 0.38 | 1466 | / | / | i | -17 | 9% | 2.5 | 2.5 | 4.8 | 11% | i | 14 | 1.1
NS(=O)(=O)c1ccc(S(=O)(=O)N2CCCC2)cc1 | / | / | 0.08 | 821 | -7 | 781 | i | -22 | 4% | 1.6 | 1.8 | 11 | 4% | i | 25 | 1.1
O=C(NCc1nc2ccccc2[nH]1)C1=C[C@H](c2ccc(Br)cc2)C[C@H](OCc2ccc(CO)cc2)O1 | 1.0 | 1094 | -0.59 | 1446 | 0 | 724 | i | -17 | 6% | 6.7 | 1.0 | 9.2 | 9% | i | 26 | 1.2
O=C(NCC1CCCO1)c1c(O)c2cccc3c2n(c1=O)CCC3 (stereo not given) | 3.2 | 1400 | -0.27 | 1371 | / | / | i | -19 | -9% | 2.7 | 1.7 | 9.3 | -9% | i | 50 | 1
CC1=C(C(=O)OC(C)(C)C)C(c2ccco2)C(C#N)=C(N)O1 (stereo not given) | -2.5 | 1233 | -0.51 | 1258 | 3 | 766 | i | 6 | -2% | 2.2 | 2.5 | 25 | 4% | i | 28 | 1
CCOc1ccccc1NC(=O)NC(=O)N(C)S(C)(=O)=O | -0.2 | 1004 | 0.63 | 1239 | -6 | 688 | i | -36 | 6% | 4.2 | 1.9 | 2.8 | 1% | i | 32 | 1
COc1cnc(-c2ccccc2)nc1OC | 2.0 | 895 | -0.66 | 1180 | -32 | 422 | i | 6 | -16% | 11 | 1.5 | 14 | -15% | i | 21 | 1
Cc1ccc(-c2cn3c(=O)cc(C)[nH]c3n2)cc1 | / | / | / | / | / | / | i | -25 | 0% | 2.5 | 2.2 | 4.0 | 3% | i | 35 | 1.1
Cc1cc2nc(CSc3ccccc3)cc(=O)n2[nH]1 | 0.2 | 1092 | 0.35 | 1170 | -17 | 708 | i | -6 | -1% | 7.7 | 2.1 | 6.0 | 8% | i | 52 | 1
COc1ccc(OCCC(=O)NCC23CC4CC(CC(C4)C2)C3)cc1 | 0.7 | 978 | 0.12 | 1367 | 2 | 654 | i | 20 | 3% | 3.7 | 2.1 | 2.7 | -4% | i | 33 | 1.1
Cc1ccccc1CSc1nc(C(C)(C)C)cc(=O)[nH]1 | -4.5 | 1128 | 0.17 | 1548 | -8 | 644 | i | 16 | 8% | 1.9 | 1.7 | 7.7 | 2% | i | 42 | 1.1
COc1nnc(-c2ccc(N3CCCCC3)c(NC(=O)C3CCCCC3)c2)c2ccccc12 | -0.9 | 1161 | ? | / | -2 | 790 | i | 3 | 5% | 0.8 | 0.3 | 8.6 | 15% | i | 18 | 1
CC1=CC2=NC(=O)/C(=C\c3cc(C)n(-c4ccccc4F)c3C)C(=N)N2O1 | -1.9 | 1155 | / | / | -7 | 594 | i | 3 | 10% | 3.8 | 2.4 | 7.4 | 21% | i | 13 | 1
O=C(NCc1ccccn1)C1CCCN(S(=O)(=O)c2cccc3nsnc23)C1 (stereo not given) | / | / | 0.28 | 949 | -25 | 765 | i | 3 | -3% | 3.2 | 1.6 | 11 | -6% | i | 37 | 1.1
CC12CCC(C/C1=N\N=C1\NC(=O)/C(=C\c3ccc(Cl)cc3)S1)C2(C)C (stereo not given) | -1.3 | 1235 | 0.54 | 1381 | -6 | 673 | i | 35 | 23% | 2.3 | 4.6 | 5.6 | 22% | i | 43 | 1.1
C/C(Cn1nc([N+](=O)[O-])cc1C)=N\NC(=O)COc1ccccc1[N+](=O)[O-] | -0.6 | 1002 | 0.34 | 1280 | -2 | 700 | i | -13 | 4% | 3.9 | 2.8 | 13 | 14% | i | 57 | 1.1
CCOC(=O)C1=C(C)N(C)C(=S)NC1c1cc(OC)ccc1OC (stereo not given) | / | / | -0.14 | 1129 | -17 | 715 | i | 6 | -10% | 1.7 | 1.7 | 5.8 | -9% | i | 27 | 1
COC(=O)c1ccc(COC(=O)c2c(C)nn(Cc3ccccc3Cl)c2Cl)o1 | 0.8 | 1109 | 0.51 | 1923 | -15 | 507 | i | 4 | 13% | 4.4 | 1.2 | 5.4 | 14% | i | 41 | 1.1
Cc1ccc(-c2c(C)n([O-])c3c([n+]2=O)CCCC3)cc1 | 0.0 | 455 | / | / | -5 | 712 | i | 2 | 1% | 0.9 | 1.6 | 5.8 | -2% | i | 10 | 1.1
Cc1ccc(-c2sc(C)nc2CC(=O)O)cc1 | 0.7 | 995 | 0.7 | 692 | 4 | 735 | i | 46 | -18% | 2.1 | 2.1 | 11 | -8% | i | 43 | 1
c1ccc(SCc2nc(-c3ccccn3)no2)cc1 | / | / | 2.1 | 1262 | 5 | 715 | i | 2 | 15% | 4.1 | 1.9 | 27 | 18% | i | 41 | 1
CN1CCN(c2ccc(Cl)cc2NC(=O)c2ccc(=O)n(C)n2)CC1 | -2.0 | 1090 | -0.65 | 1474 | 5 | 713 | i | 2 | 2% | 4.5 | 2.5 | 4.7 | -14% | i | 46 | 1.1
CSC(=CC(=O)c1ccccc1)SC | / | / | / | / | / | / | i | -3 | 0% | 1.6 | 1.3 | 2.1 | 0% | i | 51 | 1
Oc1ccccc1-c1n[nH]c(=S)n1Cc1ccco1 | 0.2 | 1203 | / | / | -2 | 795 | i | -7 | -4% | 1.2 | 1.2 | 3.9 | 2% | i | 58 | 0.8
Cc1ccc(-c2nc(CN3CCCCC3)cc(CN3CCCCC3)c2O)cc1 | 0.5 | 1104 | -0.91 | 1310 | 3 | 744 | i | 2 | -9% | 1.2 | 1.4 | 6.3 | -6% | i | 49 | 1
COc1ccc(CONc2ncnc3nonc23)cc1[N+](=O)[O-] | 9.3 | 557 | / | / | -6 | 718 | i | 5 | 5% | 4.9 | 2.2 | 5.6 | 6% | i | 32 | 1
Cc1nn(C)cc1C(=O)Nc1ccccc1Br | -1.1 | 495 | -0.23 | 1176 | 4 | 699 | i | -15 | 11% | 2.3 | 4.5 | 6.2 | 5% | i | 34 | 1
COc1ccc(CC(NC(C)=O)C(=O)NC2CCN(S(=O)(=O)c3cccc4ccccc34)CC2)cc1OC (stereo not given) | -4.1 | 1223 | / | / | 5 | 824 | i | -17 | -3% | 1.4 | 1.9 | 5.2 | -7% | i | 34 | 1.1
COc1ccc(/C=N/NC(=O)c2cccc([N+](=O)[O-])c2)cc1OC | 0.9 | 1563 | 0.54 | 1317 | 2 | 730 | i | -24 | -6% | 1.8 | 1.7 | 8.2 | -8% | i | 62 | 1.1
CSC1=N/C(=C\c2ccc(C)o2)C(=O)S1 | -3.0 | 1170 | 0.54 | 1059 | / | / | i | -12 | 12% | 1.5 | 2.3 | 4.2 | 4% | i | 39 | 1
O=C(CSc1ncccc1C(=O)O)c1cccc(C(F)(F)F)c1 | -0.9 | 1073 | 1.4 | 1277 | 0 | 667 | i | 3 | -115% | 2.6 | 2.1 | 6.8 | -70% | i | 30 | 1.1
Cc1ccc(N2CC(c3nc4ccccc4[nH]3)CC2=O)c(C)c1 (stereo not given) | 1.3 | 929 | 0.33 | 1130 | -22 | 726 | i | 15 | -12% | 2.1 | 2.9 | 6.2 | -20% | i | 33 | 1.1
CCCNc1ccc(S(=O)(=O)N(C(C)C)C(C)C)cn1 | -0.3 | 902 | 0.67 | 1333 | 13 | 722 | i | 4 | -8% | 2.1 | 3.1 | 13 | -7% | i | 48 | 1.1
CCCn1c(SCC#N)nc2c(c1=O)C1(CCCC1)Cc1ccccc1-2 | -3.6 | 989 | 0.62 | 1510 | / | / | i | 1 | 2% | 4.1 | 2.5 | 9.0 | 9% | i | 25 | 1
N=c1c(C(=O)NCc2ccc(F)cc2)cc2c(=O)n3ccccc3nc2n1CCCN1CCOCC1 | -1.5 | 1137 | / | / | / | / | i | 32 | -2% | 3.5 | 2.2 | 11 | -2% | i | 42 | 1
CCOC(=O)N1CCC(=NNc2nc3ccccc3s2)CC1 | -0.9 | 1095 | -1 | 1443 | 1 | 729 | / | / | / | / | / | / | / | i | 38 | /
